# Assay outcomes as filed in PubChem BioAssay.
# TAAR1 antagonist: antagonists of human TAAR1. 360,000 tested, 1.5% active. CHO RD-HGA16 TAAR1, Fluo-8 calcium fluorescence, antagonist. Q96RJ0. inhibition, % at 3 µM;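 active = inhibition above a per-plate cutoff, the mean inhibition of test compounds on that plate plus 3 SD, cut at about 49% in these data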;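 note: 0% = DMSO plus EC80 beta-PEA response and 100% = DMSO alone without agonist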
# Target sequence (Q96RJ0 whole entry, looked up): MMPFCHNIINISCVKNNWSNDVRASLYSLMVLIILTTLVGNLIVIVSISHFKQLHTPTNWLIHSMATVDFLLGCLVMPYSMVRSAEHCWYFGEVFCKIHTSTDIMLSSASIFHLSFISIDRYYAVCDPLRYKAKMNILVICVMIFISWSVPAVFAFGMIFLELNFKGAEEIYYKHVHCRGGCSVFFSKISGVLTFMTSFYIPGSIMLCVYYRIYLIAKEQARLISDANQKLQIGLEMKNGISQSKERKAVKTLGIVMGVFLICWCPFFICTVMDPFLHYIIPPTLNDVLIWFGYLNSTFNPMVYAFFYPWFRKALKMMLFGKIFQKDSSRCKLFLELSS
#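 System: CHO RD-HGA16 cells bearing hTAAR1. Reagent: EC80 β-phenethylamine stimulus. Schedule: seeding 17-24 h prior, 75-min 37 °C, 30-min RT dye loading. Signal: Fluo-8 intracellular calcium dye fluorescence, real-time kinetic reads. Read-out: % inhibition from peak post-agonist over basal fluorescence ratio. Benchmarks: vehicle wells and EC80 agonist wells. Replicates: n of 1.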
# CHO parental Ca: counter-screen: ATP calcium response change in parental CHO cells. parental CHO-K1, ATP-induced calcium, Fluo-8 fluorescence. inhibition, % at 5.6 µM. AID 463079. 330,000 tested, 0.63% active;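 active = inhibition above that plate's mean sample inhibition plus 3 SD, cut at about 26% in these data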;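 note: 0% = ATP-challenged DMSO wells and 100% = DMSO wells without ATP; some compounds past the cut are filed as inactive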
#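 Measured by: calcium-sensitive Fluo-8 fluorescence / Test system: CHO parental line / Controls: ATP-challenged DMSO wells low, unchallenged DMSO wells high / Measure: % inhibition / Compound: single nominal dose of 5.6 µM per compound / Replicates: single well per compound, no replicates / Reagent: ATP as calcium-mobilizing challenge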
# CHO-K1 Ca ag: nonselective activator or artifact in parental CHO-K1 cells. AID 602248. Fluo-8 calcium fluorescence; scaled to maximal ATP response, vehicle zero. 360,000 tested, 0.48% active. activation, % at 3 µM; in the data active = activation above about 15%;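 note: untransfected CHO-K1 host cells lacking M1 receptor as counterscreen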
# CHO-K1 Ca antag: M1 antagonist counterscreen hit in parental CHO-K1 cells; 360,000 tested, 0.6% active; inhibition, % at 3 µM; ATP-induced calcium, Fluo-8 fluorescence;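 active = inhibition above a per-plate cutoff, the plate's mean sample inhibition plus 3 SD, cut at about 24% in these data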;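 note: 0% = DMSO plus EC80 ATP and 100% = DMSO alone without ATP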
# OXTR ag: human OXTR agonism | P30559 | CHO-OTR cells, Fluo-8 calcium fluorescence; normalized: DMSO 0%, oxytocin 100% | activation, % at 3 µM | 320,000 tested, 0.32% active | AID 2435;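 active = activation above the mean of all tested compounds plus 3 SD, cutoff set per screening run, cut at about 20% in these data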;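 note: peak over basal fluorescence ratio from a 100 s FLIPR kinetic read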
# V1R ag counter: counter-screen for oxytocin receptor agonists: human V1a receptor agonists; activation, % at 3 µM; P37288; AID 2797; CHO-V1R cells, Fluo-8 calcium fluorescence, agonist mode; 0% DMSO, 100% 3 nM vasopressin; 320,000 tested, 0.25% active;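 active = activation above the mean activation of all tested compounds plus 3 SD, per screening run, cut at about 20% in these data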;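 note: signal is peak over basal fluorescence ratio across a 100 second FLIPR read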
# Target sequence (P37288 whole entry, looked up): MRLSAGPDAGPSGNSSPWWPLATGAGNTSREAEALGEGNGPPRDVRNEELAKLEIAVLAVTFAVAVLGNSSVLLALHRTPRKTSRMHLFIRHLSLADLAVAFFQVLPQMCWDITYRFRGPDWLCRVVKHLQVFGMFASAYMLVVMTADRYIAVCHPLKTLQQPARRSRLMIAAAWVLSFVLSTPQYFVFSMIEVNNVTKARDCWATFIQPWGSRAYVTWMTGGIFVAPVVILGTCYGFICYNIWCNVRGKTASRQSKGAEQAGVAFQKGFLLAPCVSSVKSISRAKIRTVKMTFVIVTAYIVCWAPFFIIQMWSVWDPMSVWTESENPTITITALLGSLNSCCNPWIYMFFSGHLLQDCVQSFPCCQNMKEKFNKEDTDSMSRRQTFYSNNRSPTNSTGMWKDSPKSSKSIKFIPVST
# OXTR potentiator: human OXTR potentiation; activation, % at 3 µM; 320,000 tested, 0.061% active; P30559; CHO-OTR cells, Fluo-8 calcium fluorescence, potentiator mode; 0% = oxytocin EC15, 100% = EC100; AID 2445;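 active = activation above that plate's cutoff, the mean activation of tested compounds plus 3 SD, cut at about 6.6% in these data, passing the limit was not always enough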;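 note: 100% uses oxytocin at 75 nM as the full agonist control; some results filed as inactive read as strong as hits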
#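 Replication – single well per compound, singlicate · Assay system – CHO cell line stably expressing human OTR · Timing – 6 min pre-incubation, 100 s read · Measure – normalized max/min fluorescence ratio, % activation · Doses – 3.0 µM, one dose · Detection – Fluo-8 calcium dye fluorescence · Probe or stimulus – oxytocin near EC15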
# CHO-K1 Ca PAM: counter-screen for M1 PAMs: effect in parental CHO-K1 cells | ATP EC20, Fluo-8 calcium fluorescence; 0% at ATP EC20, 100% at ATP max | activation, % at 3 µM | 360,000 tested, 0.02% active;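 active = activation above the run cutoff, the mean activation of all test compounds plus 3 SD, cut at about 40% in these data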;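 note: peak over basal fluorescence ratio in a 140 s read after ATP addition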
# GPR7 antag: blocks human GPR7 receptor signaling; P48145; GPR7-expressing cells, fluorescence antagonist assay; inhibition, % at 4.4 µM; 290,000 tested, 1.1% active; AID 1861; in the data active = inhibition above about 16%, passing the limit was not always enough;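 note: cells stimulated with the agonist NPW; 0% = agonist with vehicle and 100% = vehicle without agonist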
# Target sequence (P48145 whole entry, looked up): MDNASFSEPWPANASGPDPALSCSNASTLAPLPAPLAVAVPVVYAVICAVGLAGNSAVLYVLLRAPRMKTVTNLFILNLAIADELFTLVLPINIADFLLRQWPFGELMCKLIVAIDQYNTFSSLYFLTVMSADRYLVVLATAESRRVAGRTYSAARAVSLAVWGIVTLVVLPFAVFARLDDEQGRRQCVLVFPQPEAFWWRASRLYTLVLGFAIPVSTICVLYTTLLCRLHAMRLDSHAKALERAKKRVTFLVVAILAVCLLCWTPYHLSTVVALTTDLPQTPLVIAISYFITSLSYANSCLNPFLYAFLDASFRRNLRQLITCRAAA
# An asterisk follows results filed as active; · = no result given.
SMILES,TAAR1 antagonist,CHO parental Ca,CHO-K1 Ca ag,CHO-K1 Ca antag,OXTR ag,V1R ag counter,OXTR potentiator,CHO-K1 Ca PAM,GPR7 antag
COC(=O)c1sc(N)c(C(=O)OC)c1CSc1nc2sc3c(c2c(=O)n1C)CCC3,-9,-11,1.4,12,-1.3,-0.4,-2,1,-9
COCCCn1c2nc3ccccc3nc2c2c(=O)n(-c3ccccc3OC)cnc21,1,-15,-0.2,3,-0.8,0.3,7,12,6
O=C(Oc1ccc2c(c1)OCO2)c1ccc(Br)c(S(=O)(=O)N2CCOCC2)c1,51*,-16,6.7,-16,3.0,5.2,-9,-4,-6
CN(C)c1ccc(C2Nc3ccccc3C(=O)N2CCCN2CCOCC2)cc1 (stereo unspecified),-36,-9,1.1,-12,-1.5,0.8,-14,0,-8
COc1ccc(CN2CCN(Cc3c[nH]c4ccccc34)CC2)c(OC)c1,2,·,0.3,8,·,·,·,-2,·
Cn1c(N)c(C(=O)COC(=O)/C=C/c2cccc(Cl)c2)c(=O)n(C)c1=O,10,-17,0.5,1,11,4.7,-11,9,·
O=C(O)c1cc2c(=O)c3ccccc3oc2nc1C(F)(F)F,-10,1,0.2,-9,-1.3,0.4,-14,-18,-24
OCCC1CN(Cc2cccn2-c2cccnc2)CCN1C1CCCC1 (stereo unspecified),-23,-13,0.2,-5,-0.1,-0.1,0,15,-8
CCc1cc2c(=O)[nH]c(N3CCOCC3)nc2s1,5,-8,-0.3,-2,-0.8,0.2,-2,11,-1
COc1ccccc1CN(C)CC(=O)Nc1ccc(Cl)cc1C(F)(F)F,-44,-46,0.4,-2,-1.8,0.5,-6,5,-13
O=C(COC(=O)C1=COCCO1)Nc1cc(C(F)(F)F)ccc1Cl,-2,-13,1.4,-12,3.2,4.0,-6,14,·
O=C(COc1ccc(F)cc1)NCCCn1ccnc1,-30,·,0.2,2,·,·,·,-13,6
Cc1ccc(-n2ncc3c(=O)n(CC(N)=O)cnc32)cc1C,-2,-5,0.3,-6,0.2,0.7,-16,17,7
CC(C)CC(=O)N1CCN(S(=O)(=O)c2ccccc2)CC1,-13,2,0.1,3,0.9,0.8,3,1,-6
O=C(N/C(=C/c1cccnc1)C(=O)N1CCOCC1)c1ccccc1Cl,-19,-9,2.3,-7,-0.1,-0.5,-4,20,-1
CC(NS(=O)(=O)c1ccc(CCC(=O)NCc2ccco2)cc1)c1ccccc1 (stereo unspecified),13,-14,0.9,-9,2.1,1.6,0,14,-4
CN1C=CC=C/C1=C1\SC(=S)N(C2CCCCC2)C1=O,-1,-2,0.3,-1,0.2,-0.8,-6,1,-4
Cc1cc(SCc2cccc(C(F)(F)F)c2)nc(=O)[nH]1,·,-11,0.4,-7,-0.7,-0.1,-4,-4,-6
C[C@]12CCC3c4ccc(O)cc4CCC3C1CC/C2=N\N (stereo partly specified),-40,-7,2.9,-14,1.8,1.7,-8,19,·
COc1cccc(OC)c1C(=O)Nc1ccc(C(=O)NCc2ccccc2)cc1,-5,-4,0.8,-11,-0.3,0.0,-4,0,-1
COc1cccc(CNC(=O)CSCC(=O)Nc2cc(C)on2)c1,-15,-5,-0.1,-5,-0.5,-0.2,-1,2,·
Cc1ccc(-c2nc(CS(=O)(=O)CC(=O)NCCCN3CCN(C)CC3)c(C)o2)cc1,-23,-9,0.3,-13,-0.2,-1.4,5,15,-6
CC1CCCCN1CC(=O)NC(c1ccccc1)c1ccccc1 (stereo unspecified),16,-27,-0.4,-2,-1.1,-1.1,3,13,-3
Cc1sc2nc3ccc(N4CCCCC4)nn3c(=O)c2c1C,-27,-23,1.1,-11,-0.4,0.1,-10,15,-5
COc1ccc(NC(=O)c2cnc3n(c2=O)CCS3)cc1OC,-16,-7,-0.4,5,-2.2,0.6,-9,-5,-8
CCCOP(=O)(c1ccccc1)c1ccccc1,4,1,-0.2,-16,-1.5,0.4,-2,21,-13
CCCN(CC(=O)Nc1ccccc1C)C(=O)c1cccc(-n2cnnn2)c1,-5,7,2.2,-14,-0.3,0.1,-3,31,-10
COC(=O)C1=C(NC(=O)CCCCl)CCS1,-18,-9,0.1,-2,-1.1,-0.2,0,8,-5
CCCOc1ccc(C(=O)NC(=S)NCc2cccnc2)cc1,-19,-17,2.3,6,-1.7,1.3,-11,9,12
CN(Cc1cccs1)S(=O)(=O)c1cccs1,2,-8,0.1,-3,-1.5,-1.0,-1,15,11
N#Cc1ccc(C(=O)OCC(=O)Nc2cccc(S(=O)(=O)NC3=NCCC3)c2)cc1,8,-2,0.4,-10,0.8,-0.3,-3,11,·
CCC(C)(C(=O)Nc1ccccc1C)N(C(=O)CNC(C)=O)c1ccccc1C (stereo unspecified),-19,-7,-0.6,5,-1.3,0.4,-5,5,-10
COCCn1cnc2c1c(=O)n(CC(=O)NC(=O)NC(C)(C)C)c(=O)n2Cc1ccccc1,-8,·,3.4,-6,·,·,·,20,10
CCN(c1cccc(C)c1)S(=O)(=O)c1ccc2c(c1)N(C(C)=O)CCS2,-11,-25,0.7,0,-0.1,1.6,-14,3,-10
CC(=O)[C@@H]1[C@@H]2C(=O)N(C3CCCCC3)C(=O)[C@@H]2C2c3ccccc3C=CN21 (stereo partly specified),·,-19,·,·,0.2,0.3,2,·,-7
CCC1Oc2ccccc2N(CC(=O)NCCCN2CCN(CC)CC2)C1=O (stereo unspecified),-2,-13,0.8,-13,0.1,1.3,-4,1,-7
O=c1[nH]cnc2scc(-c3ccc(F)cc3)c12,-7,3,-0.1,13,-1.4,1.4,-6,-6,-4
Cc1ccc(Cc2c(-c3ccc(Cl)cc3)nc3c(Cl)cc(C(F)(F)F)cn23)cc1,-20,·,0.6,-10,·,·,·,-5,·
CC(NC(=O)C(=O)N1CCCCC1)C(c1cccs1)N1CCN(c2ccc(F)cc2)CC1 (stereo unspecified),-15,-14,2.6,-8,1.4,2.7,-1,1,0
COc1ccccc1N(Cc1cc(=O)[nH]c2ccccc12)C(C)=O,17,-6,0.6,3,-0.4,1.2,-10,11,13
COc1ccc(CC(=O)Nc2cccc3c2CCCC3)cc1,-10,-11,0.7,10,-1.9,-0.1,-13,-7,-2
CN1c2ccccc2C(C)(C)[C@]12C=Cc1cc(O)ccc1O2,23,48*,3.2,10,2.9,2.9,1,10,20
O=C(/C=C/Nc1cccc([N+](=O)[O-])c1)c1cccs1,19,-3,-0.1,-3,-1.6,-0.4,2,14,0
CCOC(=O)C1CCCN(Cc2cn(C)nc2-c2ccc3c(c2)OCCO3)C1 (stereo unspecified),5,-13,0.8,-10,-0.1,0.5,4,20,-1
Cc1ccc(NS(=O)(=O)c2cccc(C(=O)NCCCN3CCOCC3)c2)cc1,-37,-22,0.6,-5,-0.6,-0.8,-6,-14,·
Cc1ccsc1-c1nc(-c2ccccc2)c(-c2ccccc2)[nH]1,12,0,3.7,10,-1.8,1.8,-10,2,5
CSc1nc2nc(-c3cccc(C(F)(F)F)c3)ccn2n1,-13,-9,-0.8,-6,-2.4,-1.2,-2,2,-8
COc1ccc(CNC(=O)C(CCSC)NS(=O)(=O)c2ccccc2F)cc1 (stereo unspecified),20,-16,1.7,-11,-0.5,-0.7,-3,2,-12
CCn1c(CCC(=O)Nc2cc(F)ccc2C)nc2cc(S(=O)(=O)N(C)C)ccc21,-6,-8,0.3,-9,-0.7,0.9,-7,18,-2
CC(=O)c1ccc(NC(=O)CN2CCC(NC(=O)c3ccccc3C)CC2)cc1,-31,·,0.9,-8,·,·,·,9,·

# Some entries already given, reduced to CHO-K1 Ca antag, CHO parental Ca and V1R ag counter:
compound,CHO-K1 Ca antag,CHO parental Ca,V1R ag counter
Cc1ccsc1-c1nc(-c2ccccc2)c(-c2ccccc2)[nH]1,10,0,1.8
CSc1nc2nc(-c3cccc(C(F)(F)F)c3)ccn2n1,-6,-9,-1.2

# Next part.
SMILES,TAAR1 antagonist,CHO parental Ca,CHO-K1 Ca ag,CHO-K1 Ca antag,OXTR ag,V1R ag counter,OXTR potentiator,CHO-K1 Ca PAM,GPR7 antag
O=C(CNC(=O)c1ccc(S(=O)(=O)N2CCCC2)cc1)N/N=C/c1ccc(Cl)cc1,1,-18,-0.1,6,-0.3,-0.2,-6,6,-4
O=C(CSc1ccccc1)Nc1nnc(C2CC2)s1,-24,30*,0.3,-6,-0.9,1.4,-12,1,15
O=C(Cn1cccc1)N1CCN(C(c2ccccc2)c2ccccc2)CC1,4,-27,-0.2,0,-1.4,-1.3,-4,0,-12
COc1cc(C(Nc2ccc(S(=O)(=O)NCC3CCCO3)cc2)C(=O)NC(C)(C)C)cc(OC)c1OC (stereo unspecified),-7,-3,0.8,-20,0.4,1.0,-3,7,-13
C=CCN1C(=O)/C(=c2\sc3nc(=O)c(Cc4ccc(OC)c(OC)c4)nn3c2=O)c2ccccc21,5,-4,0.3,-9,-0.4,0.5,-7,14,10
Cc1ccc(S(=O)(=O)CCc2nnc(NC(=O)COc3cccc(C)c3)s2)cc1,2,-6,2.5,-20,11,6.9,-3,13,3
Cc1coc2cc3oc(=O)c4c(c3cc12)CCC4,·,-15,·,·,3.2,3.5,-12,·,2
CN(Cc1ccccc1)C(=O)CCC1CCN(C(=O)c2ccccc2C(F)(F)F)CC1,-4,-13,3.6,-16,-1.1,0.4,-5,14,2
Cc1sc2nc(CSc3nnc(Cc4cccs4)n3C3CCCCC3)[nH]c(=O)c2c1C,5,-11,9.3,-6,-2.1,-1.1,-4,18,-5
Cc1c(NC(=O)/C(C#N)=C\c2cccs2)c(=O)n(-c2ccccc2)n1C,-13,-6,-0.3,-8,-0.8,1.1,1,23,8
CCC1=NN2C(=N)/C(=C\c3ccc(OCCOc4ccc(NC(C)=O)cc4)cc3)C(=O)N=C2S1,-13,-1,2.1,-13,0.9,1.7,-7,4,-8
COCCNC(=O)C1CC(=O)N(c2ccc(OC)cc2)C1c1ccc(OC)cc1 (stereo unspecified),-10,-33,0.3,-4,0.3,0.4,-6,-8,-4
COc1cccc(NC(=O)c2cnc(NS(=O)(=O)c3ccccc3)nc2)c1,2,·,-0.2,-2,·,·,·,-5,·
CCOC(=O)CSc1cc(C)nc2ccc(OC)cc12,-10,-29,-0.2,24*,-0.1,0.1,-6,-19,-2
CCCCC(c1nnnn1Cc1ccco1)N1CCN(C(=O)c2ccco2)CC1 (stereo unspecified),24,-2,0.7,-7,-0.3,1.1,-4,17,12
Cc1cc(C)c2c(c1)NC(c1cc3c(cc1Br)OCO3)C1CC=CC21 (stereo unspecified),-43,-9,1.0,-3,-0.2,-0.7,-6,26,-7
COc1ccc(-c2nnc(SCC(=O)NC3CCCC3)n2C)cc1,12,-11,0.1,-9,-0.8,-1.1,-7,2,-7
